Assay outcomes as filed in PubChem.
FAK blocker: inhibitors of human focal adhesion kinase. Q05397. biochemical FAK kinase activity assay. inhibition, %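 (tested at 7 µM)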. 97,000 tested, 0.84% active. AID 727; in the data active = inhibition above about 19%;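 also: 0% = DMSO and 100% = reference compound high control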
Rev-RRE block: HIV Rev-RRE protein-RNA interaction inhibition; inhibition, % at 8 µM; AID 704; 97,000 tested, 0.79% active; Rev peptide-RRE RNA binding, FRET;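 active = inhibition above the screen-wide mean plus 3 SD, cut at about 35% in these data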;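 also: 0% = median DMSO wells and 100% = median Neomycin B control wells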
Target sequence (P05866 whole entry, looked up): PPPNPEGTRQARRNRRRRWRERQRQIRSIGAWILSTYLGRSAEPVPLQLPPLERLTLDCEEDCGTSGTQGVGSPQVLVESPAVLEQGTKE
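Test system: labelled RRE RNA duplex and labelled Rev peptide. Times: 5 min compound–RNA preincubation, then 15 min with peptide, 25 °C. Doses: single-dose 8 µM. Measured by: FRET, excitation 480 nm, emission 540 nm donor and 671 nm acceptor. Measure: % inhibition of FRET ratio versus controls.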
PTPN22 act: increases human PTPN22 phosphatase activity; 96,000 tested, 0.11% active; activation, % at 2 µM; recombinant LYP, DiFMUP fluorescence; 0 = plate median, 100 = signal doubled; Q9Y2R2;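 active = activation at 2 µM above a set limit, the mean plus 5 SD, cut at about 37% in these data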
Target sequence (Q9Y2R2 whole entry, looked up): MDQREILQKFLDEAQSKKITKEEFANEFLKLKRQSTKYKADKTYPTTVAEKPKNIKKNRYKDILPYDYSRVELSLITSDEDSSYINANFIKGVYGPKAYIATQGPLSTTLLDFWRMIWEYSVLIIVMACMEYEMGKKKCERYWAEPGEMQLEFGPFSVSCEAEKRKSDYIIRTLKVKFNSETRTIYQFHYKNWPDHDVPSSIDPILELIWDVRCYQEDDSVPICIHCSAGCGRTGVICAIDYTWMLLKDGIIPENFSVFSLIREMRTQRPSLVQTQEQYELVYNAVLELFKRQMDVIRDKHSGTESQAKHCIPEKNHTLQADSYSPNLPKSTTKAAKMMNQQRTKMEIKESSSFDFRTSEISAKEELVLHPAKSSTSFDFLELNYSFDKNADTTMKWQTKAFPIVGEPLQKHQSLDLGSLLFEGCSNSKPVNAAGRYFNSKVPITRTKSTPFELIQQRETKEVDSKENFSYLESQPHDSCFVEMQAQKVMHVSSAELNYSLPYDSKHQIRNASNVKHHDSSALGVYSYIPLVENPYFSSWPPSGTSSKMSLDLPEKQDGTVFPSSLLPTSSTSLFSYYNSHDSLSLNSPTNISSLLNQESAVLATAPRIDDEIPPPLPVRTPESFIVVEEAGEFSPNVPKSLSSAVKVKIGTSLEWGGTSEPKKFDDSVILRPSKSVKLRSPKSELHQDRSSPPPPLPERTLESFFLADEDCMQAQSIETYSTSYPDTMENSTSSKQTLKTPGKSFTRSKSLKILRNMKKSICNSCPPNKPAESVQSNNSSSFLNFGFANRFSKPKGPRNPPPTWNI
LYP inh 2: inhibitors of human LYP (PTPN22) phosphatase. Q9Y2R2. recombinant LYP catalytic domain, DiFMUP fluorescence. inhibition, % at 2 µM. 96,000 tested, 0.21% active;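 active = inhibition at 2 µM at or above a set limit, the screen mean plus 3 SD, cut at about 24% in these data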;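 also: 0% = DMSO with enzyme and 100% = enzyme fully blocked by orthovanadate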
PostGolgi ctrl: yeast control strain growth, post-Golgi counter-screen | efflux-deficient yeast background strain, growth absorbance A615, 16 h | inhibition, % at 10 µM | 98,000 tested, 5% active
PostGolgi yeast: growth inhibition of a yeast mutant, post-Golgi transport screen | post-Golgi transport phenotypic cell assay | inhibition, % at 10 µM | 98,000 tested, 0.9% active | AID 739;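 also: yeast cells grown in 1536-well plates; yeast grown about 18 h at 30C before absorbance read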
EphB4 ephrin blk: blocks human EphB4 binding to ephrin-B2 | P54760 | EphB4 LBD / TNYL-RAW-Alexa532 peptide, fluorescence polarization | inhibition, % at 7 µM | 97,000 tested, 0.15% active;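 active = inhibition above the screen-wide mean inhibition plus 3 SD, cut at about 15% in these data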;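 also: 0% = DMSO wells and 100% = excess unlabeled TNYL-RAW peptide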
S1P2 antag: S1P2 (human) receptor antagonism. O95136. cell-based S1P2 antagonist assay, inhibition at 5 uM. inhibition, % at 5 µM. 97,000 tested, 0.21% active. AID 736; in the data active = inhibition above about 45%;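 also: CRE beta-lactamase reporter cells expressing human S1P2 stimulated with S1P; 0% = agonist at EC80 alone and 100% = agonist plus reference antagonist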
S1P2 ag: S1P2 (human) receptor agonism; O95136; S1P2-expressing cell line, agonist reporter read-out; activation, % at 4.5 µM; 97,000 tested, 0.46% active; AID 729; in the data active = activation above about 16%;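 also: 0% = vehicle low control and 100% = maximal reference agonist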
Active calls of the source: *; x = no result given. Rule as the data show it, unless noted: active = inhibition above about 30%; inactive = the rest.

Preview, 2 compounds:
SMILES | FAK blocker | Rev-RRE block | PTPN22 act | LYP inh 2 | PostGolgi ctrl | PostGolgi yeast | EphB4 ephrin blk | S1P2 antag | S1P2 ag
COc1cc(OC)cc(C(=O)N(Cc2nc(-c3cccc(C)c3)no2)C(C)C)c1 | 2 | 7 | 1 | -1 | 10 | -5 | 2 | 3 | -4
CCOc1c(S(=O)(=O)N2CCCC2)ccc(Cl)c1Cl | 6 | 4 | -10 | 7 | 8 | 13 | 7 | -16 | -8

All compounds of this part, previewed entries included:
SMILES | FAK blocker | Rev-RRE block | PTPN22 act | LYP inh 2 | PostGolgi ctrl | PostGolgi yeast | EphB4 ephrin blk | S1P2 antag | S1P2 ag
COc1cc(OC)cc(C(=O)N(Cc2nc(-c3cccc(C)c3)no2)C(C)C)c1 | 2 | 7 | 1 | -1 | 10 | -5 | 2 | 3 | -4
CCOc1c(S(=O)(=O)N2CCCC2)ccc(Cl)c1Cl | 6 | 4 | -10 | 7 | 8 | 13 | 7 | -16 | -8
COc1cc(/C=N/NC(=O)CCc2c(C)n[nH]c2C)ccc1O | 1 | 7 | -4 | 6 | 5 | -1 | 1 | -8 | -2
CNCc1ccccc1OCC(=O)Nc1ccccc1OC | -2 | 7 | -17 | 19 | 8 | -5 | -3 | 7 | -3
CCOC(=O)c1cnc(Nc2nc3ccccc3o2)nc1CSc1nnc(C)s1 | 1 | 3 | 9 | -18 | x | x | 4 | -26 | 1
O=C1C2CC=C(Cl)CC2C(=O)N1CCC[n+]1ccccc1 (stereo not drawn) | 0 | 5 | 6 | -3 | 4 | 0 | -8 | 17 | 0
Cc1ccc2nsnc2c1S(=O)(=O)N1CCCC1 | 5 | 12 | 4 | -4 | 6 | 1 | 6 | 1 | -7
COc1ccc(C2CC(c3ccc(Cl)cc3Cl)n3nc(N)nc3N2)cc1 (stereo not drawn) | -3 | 8 | -6 | 5 | -2 | 9 | 1 | 14 | 1
CC(=O)N1CCc2cc(Br)cc(S(=O)(=O)NCCCN3CCC(C)CC3)c21 | -2 | 5 | 2 | -2 | 2 | -2 | 2 | 12 | -8
C=CCc1ccc(OCCOc2ccc(/C=N/n3cnnc3)cc2OCC)c(OC)c1 | 4 | -10 | 9 | -7 | 10 | -6 | 3 | 0 | -2
O=C1CCCN1CN(C(=O)c1ccc2c(c1)OCO2)c1ccc(F)cc1 | -2 | 3 | -7 | 5 | 0 | -1 | -1 | 3 | -2
Cc1cc(NC(=O)CSc2ccc3nnc(-c4cccs4)n3n2)no1 | 3 | 0 | 3 | -3 | 4 | 11 | 2 | -29 | -8
O=C1c2ccccc2C(=O)N1CCc1nn[nH]n1 | 1 | 5 | -3 | 0 | 6 | 10 | -10 | -9 | -4
CCOc1ccc(NC(=O)CSc2nnc(C(C)C)n2CC)cc1 | 2 | 1 | -2 | 1 | x | x | -2 | -21 | -1
O=C(CSc1nnc(Cc2cc(=O)[nH]c(=O)[nH]2)n1-c1ccc(F)cc1)NC1CCCC1 | 7 | 11 | -5 | 3 | 0 | 6 | 4 | -6 | -7
CCCCOc1cccc(OCCCC)c1C(=O)Nc1cc(C)on1 | -1 | 8 | -4 | 6 | 27 | -6 | 2 | 10 | -8
Cc1cc(C)c(C(=O)CSC2=NC(N)=C(C#N)C3(CCCCC3)C2C(N)=O)cc1C (stereo not drawn) | -2 | 8 | -2 | 5 | 7 | -1 | -4 | -7 | -7
CCCc1cc(C(=O)Nc2sc3c(c2C#N)CCC3)no1 | 5 | 7 | 2 | -3 | 4 | -1 | 5 | 4 | -1
Cc1noc(C)c1C(=O)OCC(=O)c1cc(C)n(Cc2ccccc2Cl)c1C | -1 | 3 | -7 | 7 | 8 | -2 | -3 | 13 | -2
O=C1CCNc2cc3ccccc3cc21 | 10 | 44* | 4 | -4 | 12 | 5 | -3 | -14 | -4
COc1cccc(OC(=O)CSc2nnc(-c3ccccc3Br)o2)c1 | -7 | 11 | -2 | 0 | 3 | -5 | -2 | -10 | -5
Cc1cc2oc(=O)cc(C)c2cc1NC(=O)CCC(=O)O | 2 | 8 | 5 | -7 | 8 | 15 | -4 | -11 | -7
CCCn1cc(SCC(=O)Nc2ccc3c(c2)OCO3)c2ccccc21 | 0 | 2 | 1 | -4 | 20 | 0 | -11 | -26 | -3
Cc1c(C(=O)N(C)Cc2ccccc2)oc2ccc(S(=O)(=O)N3CCCC3)cc12 | -3 | 10 | -6 | 4 | 29 | 1 | -1 | 7 | -8
Cc1ccc2[nH]c3c(N4CCc5ccccc5C4)ncnc3c2c1 | 9 | -1 | 18 | -22 | 43* | -40 | -1 | 83* | -9
CC(C)N(Cc1nc(-c2ccc(Cl)cc2)no1)C(=O)CCC1CCCC1 | -2 | 6 | -6 | 5 | 35* | 3 | 2 | -6 | -1
CCN1CCN(C(c2cccs2)C(C)NC(=O)c2cccnc2)CC1 (stereo not drawn) | 0 | 4 | 4 | -3 | 8 | -10 | -2 | 5 | -3
COc1ccc(OCc2nc(N)nc(Nc3ccc(C)cc3)n2)cc1 | 1 | 2 | -11 | 11 | 53* | 2 | 0 | 13 | -1
CN(C)c1ccnc(-n2cccc2/C=N/OCc2ccccc2)c1C#N | -2 | 11 | -10 | 10 | -9 | 17 | -2 | 10 | -5
COC(=O)COC(=O)c1ccc(Oc2nc(OC)nc(N(C)C)n2)cc1 | -2 | 3 | 3 | -4 | -4 | -14 | 4 | 10 | -6
O=[N+]([O-])c1ccc(C2CNC(c3ccccc3)O2)cc1 (stereo not drawn) | 0 | 6 | -4 | 3 | x | x | 3 | 15 | -2
COc1ccc(N2CCN(C(=O)CCNS(=O)(=O)c3cccs3)CC2)cc1 | -2 | 4 | 8 | -7 | 2 | 9 | -2 | -6 | -5
CCOC(=O)N1CCC(NC(=O)c2cc(C(=O)Nc3ccc(OCC)cc3)ccc2CO)CC1 | -10 | 0 | 8 | -8 | 0 | 1 | 4 | 28 | -2
Clc1ccc(/C=C/c2nc3ccccc3[nH]2)cc1 | 7 | 6 | x | x | 14 | 4 | 3 | 2 | -2
COc1ccc(CNc2nc3ccccc3n2Cc2ccccc2)cc1OC | -1 | 11 | -3 | 5 | 7 | 1 | 0 | -6 | -5
CCN1CCN(C(=O)CN(CCc2ccccc2)S(C)(=O)=O)CC1 | -1 | -2 | 5 | -2 | -8 | 9 | 2 | 4 | 1
O=C(OCC(=O)N1CCCCC1)c1cc2ccccc2cc1O | 2 | 7 | -7 | 7 | 16 | -6 | -3 | 7 | -2
O=C(NC1CCCCCCC1)c1ccc2c(c1)N(Cc1ccc(F)cc1)C(=O)CS2=O (stereo not drawn) | 3 | 3 | -8 | 6 | 6 | 1 | 7 | 20 | -4
COc1ccc(C(=O)OCCN2CCOCC2)cc1 | -1 | -1 | 2 | -2 | x | x | -1 | -11 | -3
COc1ccc(CNc2oc(Cc3cccc4ccccc34)nc2C#N)cc1 | -6 | 10 | -7 | 7 | 35* | -6 | 0 | 5 | -7
COc1ccc(C)cc1C(=O)C1CC(C(=O)O)C(C)(C)C1C (stereo not drawn) | 3 | 1 | 0 | -1 | 8 | -13 | 2 | 23 | -3
O=C(NCc1cccs1)c1csc2c1CCCCC2 | 1 | 0 | -5 | 1 | 10 | -3 | -2 | 10 | -3
COc1ccc(N2CCN(c3ccc(NC(=O)C4CCCCC4)cc3C#N)CC2)cc1 | 0 | 1 | 2 | -3 | -2 | 7 | 2 | 12 | 1
CCOC(=O)c1sc(NC(=O)CCN2C(=O)c3cccc([N+](=O)[O-])c3C2=O)c(C(=O)OCC)c1C | -1 | -2 | 7 | -1 | 8 | 10 | -7 | 1 | -3
c1cc(Nc2ncnc3sccc23)cc(-c2nnc3n2CCCCC3)c1 | 1 | 6 | -5 | 2 | 2 | 0 | -3 | -22 | 6
CCCCOc1ccc(S(=O)(=O)Nc2cc(OC)ccc2OC)cc1 | -4 | 13 | -4 | 3 | 51* | 2 | 5 | 9 | -3
COC(=O)c1cc(S(=O)(=O)N2CCOCC2)c(Cl)cc1N1CCOCC1 | 1 | 3 | -3 | 0 | 5 | -10 | 2 | -6 | 0
Cc1cc(C)c(S(C)(=O)=O)c(S(=O)c2ccc(Cl)cc2)n1 (stereo not drawn) | -5 | 0 | -9 | 14 | 24 | -2 | 2 | 12 | -2
Cc1ccc(Oc2ccccc2/C=C2\SC(=O)N(C)C2=O)cc1 | 6 | 17 | 3 | 0 | 13 | 6 | 3 | 6 | -2
COc1ccc(NC(=O)NCc2ccncc2)cc1 | -1 | 2 | 3 | -3 | -1 | -3 | -1 | -6 | -4
CCn1c(CNc2ccc(F)cc2)nnc1SCC(=O)Nc1ccc(OC)cc1 | 0 | 1 | -2 | 3 | x | x | 0 | -5 | -6
O=C(O)CCCCCN1C(=O)C(=O)/C(=C(/O)c2ccccc2)C1c1ccccc1 (stereo not drawn) | -2 | 4 | -2 | 2 | -8 | -9 | -1 | 6 | -7
Cn1cnc([N+](=O)[O-])c1NC(C)(C)C | 1 | -4 | 0 | 2 | 24 | 11 | -4 | -6 | -3
Cc1nn(Cc2ccccc2)c2c1C(c1ccc(Cl)cc1)C(C#N)=C(N)O2 (stereo not drawn) | 0 | 9 | -7 | 4 | x | x | -4 | 0 | -4
CN(C)c1nc2n(c(=O)n1)C(C#N)CS2 (stereo not drawn) | 4 | 7 | 9 | -8 | 1 | -8 | 1 | -4 | -3
CCOC(=O)c1c(C)[nH]c2cc(Br)c(OC)cc12 | -2 | 2 | 9 | -12 | 20 | -5 | 2 | -4 | -10
Brc1ccc(-c2nnc3n2CCCCC3)cc1 | 1 | 0 | -2 | 2 | -5 | 0 | 0 | -14 | -1
COc1ccccc1CNC(=O)CSc1nc(-c2ccccc2)cn1N | -6 | 1 | -5 | 4 | 1 | 11 | -4 | -16 | -11
CCN(CC)c1ccc(NC(=O)CCCCCN2C(=O)c3ccccc3C2=O)cc1 | -2 | -8 | 12 | -13 | -3 | 11 | -4 | -4 | -6
COc1cc(C(=O)Oc2cccc(C=O)c2)cc(OC)c1OC | -2 | 6 | 14 | -13 | 9 | -8 | -2 | -22 | -1
Later entries:
SMILES | FAK blocker | Rev-RRE block | PTPN22 act | LYP inh 2 | PostGolgi ctrl | PostGolgi yeast | EphB4 ephrin blk | S1P2 antag | S1P2 ag
COC(=O)c1ccccc1NC(=O)CN(Cc1ccc(Cl)cc1)S(C)(=O)=O | 0 | 13 | -3 | 3 | 21 | -5 | 0 | -14 | -4
Cc1ccc(S(=O)(=O)n2ccnc2)cc1C | x | x | -2 | 0 | 0 | -3 | x | x | x
O=C(OCCN1CCOCC1)c1ccc2c(c1)OCCO2 | 1 | 2 | -3 | 4 | 18 | -1 | 1 | -35 | -2
Cc1cccc(OCC(=O)OC2CCN(C)CC2)c1 | 0 | 6 | 4 | -4 | x | x | 2 | -4 | -2
CC1(C)Cc2cccc(OCC(=O)Nc3cc(C(F)(F)F)ccc3N3CCOCC3)c2O1 | -1 | 11 | 7 | -5 | 8 | 11 | -5 | -43 | -2
O=C(Cn1c(=O)oc2ccccc21)Nc1nc(-c2ccccc2)cs1 | 7 | 3 | 0 | 5 | 0 | -2 | 3 | 2 | -11
Cc1ccc(S(=O)(=O)N2CCN(C(=O)CN3C(=O)NC4(CCOc5ccccc54)C3=O)CC2)cc1 (stereo not drawn) | 0 | 5 | 1 | 1 | 1 | 4 | 4 | 2 | -1
CCN(C(=O)CN1CCN(c2ccccc2OC)CC1)c1c(N)n(Cc2ccccc2)c(=O)[nH]c1=O | -3 | 2 | 0 | 4 | 4 | 1 | 7 | -11 | -5
Cc1ccc(-c2noc(/C=C/c3ccccc3)n2)cc1 | -1 | 6 | 4 | -2 | 5 | 3 | -8 | -6 | -1

Looked up above:
Reading of `COc1cccc(OC(=O)CSc2nnc(-c3ccccc3Br)o2)c1` under EphB4 ephrin blk: -2
Reading of `CCCn1cc(SCC(=O)Nc2ccc3c(c2)OCO3)c2ccccc21` under PostGolgi ctrl: 20
Reading of `CCCCOc1cccc(OCCCC)c1C(=O)Nc1cc(C)on1` under PostGolgi ctrl: 27
Reading of `O=[N+]([O-])c1ccc(C2CNC(c3ccccc3)O2)cc1` (stereo not drawn) under PTPN22 act: -4
